Assay outcomes (PubChem BioAssay)
IL2 activator: activates IL-2 in a cell-based reporter assay. AID 652025. 360,000 tested, 0.065% active. IL-2 activation reporter assay, cell-based qHTS; stimulated with anti-CD3/CD4/CD28 beads; in transgenic mouse T cells. activation, % (series mostly up to about 46 µM); in the data active = activation above about 50%; inconclusive = mostly about 30% to 49%; also: 0% is about no effect
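Using fluorescent plate cytometry, EGFP and DsRed are detected in transgenic mouse T cells stimulated 18 h at 37 degrees C with antibody-coated beads after 60 min compound pretreatment.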
PI5P4Ka inh: blocks human PI5P4K alpha kinase activity. AID 652105. PI5P4Kalpha enzyme, ADP-Glo luminescence, 60 min; stronger effect = lower value. 330,000 tested, 1.2% active. max response, %; active = max response of -50% or lower; inconclusive = between -30% and -50%; inactive = -30% or higher; also: value at the top dose of about 77 µM; % is scaled to controls: 0 for no effect and ±100 for the full control effect
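ADP-Glo luminescence end-point after a 60 min room-temperature kinase reaction. PI5P4Kalpha and substrate in HEPES pH 7.4 buffer with EGTA, 0.1% CHAPS and 5% DMSO; ATP at 5 microM final.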
D3 antag: blocks the human D3 dopamine receptor. 360,000 tested, 2.5% active. max response, negative = inhibition, %. P35462. AID 652054. D3R cells, DiscoveRx beta-arrestin luminescence, antagonist mode; stronger effect = lower value; in the data active = max response below about -50%; inconclusive = no clear call, values can overlap the other calls; also: % is scaled to controls: 0 for no effect and ±100 for the full control effect; mostly tested at two doses, the higher about 12 µM
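Cells plated overnight at 1500 cells/well, then exposed to library compounds with dopamine controls for 90 minutes at 37 degrees C. DiscoveRx reagent added for 30–60 minutes at room temperature; luminescence read, quantitative HTS format.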
GLP1R inv ag: GLP-1 receptor (human) inverse agonism; P43220; HEK293 GLP-1R CRE-luciferase, luminescence, 24 h; GLP-1R form is constitutively active; Potency, µM (doses to about 38.3 µM), for inactives: at the highest dose activity change, negative = inhibition, usual class: inhibitors; 410,000 tested, 1.6% active; also: potency is read from the fitted curve at half-maximal effect; % is scaled to controls: 0 for no effect and ±100 for the full control effect; nearly all actives have a fitted effect of over 55% in size
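GLP-1R inverse agonism mode: basal reporter luminescence in engineered HEK293 cells measured after one day of compound exposure at 37 deg C, with a 12 min room-temperature detection step.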
GLP1R ag: activates the human GLP-1 receptor. Potency, µM (titrated, usually from 45.6 µM), inactives show top-dose activation, usual class: activators. 380,000 tested, 0.007% active. AID 624172. P43220. HEK293 GLP-1R CRE-luciferase, luminescence, 4-6 h; cells express a hypersensitive GLP-1R form; also: potency is read from the fitted curve at half-maximal effect; % of control where 0% means no effect
DRD3 agonist: agonists of human D3 dopamine receptor. P35462. D3R DiscoveRx beta-arrestin cells, luminescence, 90 min. max activation, %. 410,000 tested, 0.58% active; in the data active = max activation above about 30%; also: 0% is about no effect; mostly tested at two doses, the higher about 12 µM
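Agonist-mode cell screen: cells plated at 1500/well and incubated overnight at 37 °C, then exposed to library compounds for 90 min at 37 °C. Detection reagent was added for 30–60 min at room temperature, and luminescence was read.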
PLK1 PBD block: inhibitors of human PLK1 polo-box domain binding. P53350. Plk1 PBD binding of FITC phosphopeptide, fluorescence polarization. Potency, µM, for the others: max response, negative = inhibition, usual class: inhibitors. 360,000 tested, 2.8% active; also: potency is read from the fitted curve at half-maximal effect; series mostly up to about 57 µM; % is scaled to controls: 0 for no effect and ±100 for the full control effect; nearly all actives have a fitted effect of over 65% in size
Target sequence (P53350 whole entry, looked up, the tested form may be a part): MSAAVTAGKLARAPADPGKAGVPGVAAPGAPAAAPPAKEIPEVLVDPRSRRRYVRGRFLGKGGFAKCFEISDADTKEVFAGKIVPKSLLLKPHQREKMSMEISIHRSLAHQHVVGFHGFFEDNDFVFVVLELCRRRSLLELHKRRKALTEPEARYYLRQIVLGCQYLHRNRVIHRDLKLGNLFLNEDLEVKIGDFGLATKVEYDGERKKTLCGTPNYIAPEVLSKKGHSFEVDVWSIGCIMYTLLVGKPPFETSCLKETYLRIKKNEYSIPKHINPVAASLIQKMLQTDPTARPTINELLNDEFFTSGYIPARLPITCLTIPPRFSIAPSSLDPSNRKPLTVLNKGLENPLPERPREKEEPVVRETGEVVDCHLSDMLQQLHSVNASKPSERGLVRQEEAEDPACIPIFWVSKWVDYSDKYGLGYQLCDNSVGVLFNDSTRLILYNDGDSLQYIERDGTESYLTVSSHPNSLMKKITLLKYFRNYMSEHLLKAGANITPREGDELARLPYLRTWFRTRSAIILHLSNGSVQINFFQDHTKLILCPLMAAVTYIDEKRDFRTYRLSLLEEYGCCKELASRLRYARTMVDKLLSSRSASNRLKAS
WRN helicase inh: blocks human WRN helicase; Potency, µM (highest dose often 114 µM), without a hit: at the highest dose activity change, negative = inhibition, most hits filed as inhibitors; 360,000 tested, 0.46% active; Q14191; WRN helicase unwinding, fluorescent forked duplex, kinetic; AID 651768; also: potency is read from the fitted curve at half-maximal effect; % is scaled to controls: 0 for no effect and ±100 for the full control effect; nearly all actives have a fitted effect of over 55% in size
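Fluorescence dequenching readout, ex 525 nm/em 598 nm, kinetic mode: forked duplex DNA (100 nM final) with adjacent fluorophore and quencher unwound by WRN (20 nM final) with 2 mM ATP. Compound preincubation 15 min, room temperature.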
HEK293 tox: cytotoxicity counter-screen for GLP-1 receptor inverse agonists. Potency, µM (top dose mostly 38.3 µM), without a hit: at the highest dose activity change, negative = inhibition, usual class: inhibitors. HEK293 cAMP-luciferase reporter cells, luminescence, 24 h. AID 624418. 410,000 tested, 0.13% active;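 also: loss of luciferase light is scored as toxicity; potency is read from the fitted curve at half-maximal effect; % is scaled to controls: 0 for no effect and ±100 for the full control effect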
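MLSMR compounds, 24 hr on cells at 37 deg C/5% CO2; luminescence after luciferase reagent (12 min RT). Inhibition counted as the undesired cytotoxic outcome.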
* marks the source's active call; other numbers are inactive results; ? = inconclusive; nt = no result given; [ ] = remark or other dose. Unless noted, calls follow the shape of the dose curve; as a rule, active = well fitted curve in the direction sought with a large enough effect; inconclusive = small, poorly fitted or top-dose-only effect, or another doubt; inactive = no such curve, though single readings can be large; an effect the other way counts as inactive or inconclusive. An unsorted share of the library; about 7.8% have a hit in one of these screens.

Every second line gives: IL2 activator, PI5P4Ka inh, D3 antag, GLP1R inv ag, GLP1R ag, DRD3 agonist, PLK1 PBD block, WRN helicase inh, HEK293 tox
CN1CCN(S(=O)(=O)c2ccc3c(c2)NC(=O)C2CCCN32)CC1 (stereo not drawn)
 : -1.5, 6.4, -15.9, 7.1%, -1.1%, -5.9, -11.8%, 2.7%, -4.1%
COc1ccc(OCC(O)CON2C(=O)c3ccccc3C2=O)cc1 (stereo not drawn)
 : 1.5, 0.4, -8.9, 3.9%, -12.1%, 2.4, -7.9%, -3.6%, -7.4%
CC(=O)Cn1nnc(-c2ccc(C(F)(F)F)cc2)n1
 : -0.6, -1.4, -1.2, 41.1%[activator], -2.8%, 4.3, 2.1%, 7.4%, -3.9%
COc1ccc(/C=N/N2CCOCC2)cc1Cn1cc([N+](=O)[O-])cn1
 : -1.0, -1.8, 4.1, 8.2%, 10.8%, -0.1, -0.6%, -3.8%, -1.7%
CC1C(=O)CC(c2ccccc2)NC1c1ccccc1 (stereo not drawn)
 : 2.3, nt, 13.3, 47.1%[activator], 3.3%, 9.6, 1.6%, -4.2%, 6.8%
COc1ccccc1N1CCN(/N=C/C=C\c2ccccc2[N+](=O)[O-])CC1
 : -4.0, -3.7, 26.9, ?, -7.0%, 3.7, -11.3%, -0.2%, -1.0%
CCOC(=O)C1(CCOc2ccccc2)CCN(Cc2ccc(F)c(OC)c2)CC1
 : -3.8, 2.2, 0.0, ?, -6.6%, -19.5, -12.0%, 9.6%, -26.6%
CC(=O)N1CCC[C@H]1C(=O)O
 : 0.5, 1.1, 1.6, -1.0%, -7.3%, -1.3, 5.7%, 4.5%, -4.0%
CCc1cccc(CC)c1NC(=O)CN1CCN(c2ccccc2)CC1
 : -0.4, nt, -76.1*, 0.0%, 0.2%, -9.7, -3.9%, -1.1%, -0.8%
CC1=C(C(=O)N(C)C)CC(CC(=O)NCCc2ccccn2)C(=O)N1Cc1ccc(F)cc1 (stereo not drawn)
 : -0.3, 1.0, 24.5, 13.3%, 12.0%, -4.8, -8.0%, 0.6%, 2.1%

(next part)
Every second line gives: IL2 activator, PI5P4Ka inh, D3 antag, GLP1R inv ag, GLP1R ag, DRD3 agonist, PLK1 PBD block, WRN helicase inh, HEK293 tox
CN(C(=O)c1ccncc1)c1ccccc1
 : 1.8, 0.4, -10.7, 5.3%, 16.8%, -3.3, -10.5%, -2.3%, 15.2%
COC(=O)c1ccc(NC(=O)c2ccccc2N(C)S(=O)(=O)c2ccccc2)cc1
 : -3.3, -17.6, -10.6, -23.4%, -3.6%, -4.3, 23.8µM*, -1.1%, 4.5%
OCCN(Cc1ccccc1)c1ncnc2sccc12
 : -1.9, -5.8, 8.5, -12.2%, 18.2%, 5.9, -9.1%, -0.8%, 6.0%
Cc1cc(C)n(C2CCCCC2OC(=O)CCc2ccccc2)n1 (stereo not drawn)
 : -0.1, 4.2, 24.6, ?, 6.1%, 0.2, -1.0%, 10.4%, 8.2%
N#CCCn1cc(C(=O)CN2C(=O)NC3(CCc4ccccc43)C2=O)c2ccccc21 (stereo not drawn)
 : -1.4, -1.0, 44.9, -15.5%, 5.3%, -2.9, 2.9%, 9.5%, ?
COc1ccc(CCNC(=O)c2cc(-c3ccco3)nc3ccccc23)cc1
 : 1.6, -60.6*, -5.6, -4.5%, 0.5%, -1.9, ?, ?, -3.6%
O=C(CSc1ccc(Br)c2cccc(Cl)c12)Nc1ccc(S(=O)(=O)Nc2nccs2)cc1
 : 0.0, ?, 1.0, ?, 4.3%, 0.2, ?, 35.5µM*, -3.0%
CC1=CC(C)C2(CO)COC(c3ccc(O)cc3)C1C2C (stereo not drawn)
 : -0.1, -0.7, -10.4, ?, 19.2%, 0.8, -6.8%, 7.1%, -11.3%
O=C(Nc1cccc(Cl)c1)c1ccc2c(c1)SC1=NS(=O)(=O)CCN12
 : 1.4, -0.9, 6.4, 25.1%, 12.6%, 0.3, -20.4%, -13.1%, -10.2%
Cn1c(=O)c2c(nc(N3CCCCC3)n2CC(O)COc2ccccc2)n(C)c1=O (stereo not drawn)
 : 0.9, 2.3, 15.3, 9.0%, 2.1%, 0.0, -10.6%, -0.4%, 6.4%

Part of the list above in order of count of non-hydrogen atoms, descending.
Every second line gives: IL2 activator, PI5P4Ka inh, D3 antag, GLP1R inv ag, GLP1R ag, DRD3 agonist, PLK1 PBD block, WRN helicase inh, HEK293 tox
O=C(CSc1ccc(Br)c2cccc(Cl)c12)Nc1ccc(S(=O)(=O)Nc2nccs2)cc1
 : 0.0, ?, 1.0, ?, 4.3%, 0.2, ?, 35.5µM*, -3.0%
COc1ccc(OCC(O)CON2C(=O)c3ccccc3C2=O)cc1 (stereo not drawn)
 : 1.5, 0.4, -8.9, 3.9%, -12.1%, 2.4, -7.9%, -3.6%, -7.4%
CC1C(=O)CC(c2ccccc2)NC1c1ccccc1 (stereo not drawn)
 : 2.3, nt, 13.3, 47.1%[activator], 3.3%, 9.6, 1.6%, -4.2%, 6.8%

Quoted at random: 2 compounds from above
Every second line gives: IL2 activator, PI5P4Ka inh, D3 antag, GLP1R inv ag, GLP1R ag, DRD3 agonist, PLK1 PBD block, WRN helicase inh, HEK293 tox
CC(=O)N1CCC[C@H]1C(=O)O
 : 0.5, 1.1, 1.6, -1.0%, -7.3%, -1.3, 5.7%, 4.5%, -4.0%
COC(=O)c1ccc(NC(=O)c2ccccc2N(C)S(=O)(=O)c2ccccc2)cc1
 : -3.3, -17.6, -10.6, -23.4%, -3.6%, -4.3, 23.8µM*, -1.1%, 4.5%

Returning to the listing with the three entries that preceded the break.
Field names: A = IL2 activator; B = PI5P4Ka inh; C = D3 antag; D = GLP1R inv ag; E = GLP1R ag; F = DRD3 agonist; G = PLK1 PBD block; H = WRN helicase inh; I = HEK293 tox
smiles: CC1=CC(C)C2(CO)COC(c3ccc(O)cc3)C1C2C (stereo not drawn)
  A = -0.1	B = -0.7	C = -10.4	D = ?	E = 19.2%	F = 0.8	G = -6.8%	H = 7.1%	I = -11.3%
smiles: O=C(Nc1cccc(Cl)c1)c1ccc2c(c1)SC1=NS(=O)(=O)CCN12
  A = 1.4	B = -0.9	C = 6.4	D = 25.1%	E = 12.6%	F = 0.3	G = -20.4%	H = -13.1%	I = -10.2%
smiles: Cn1c(=O)c2c(nc(N3CCCCC3)n2CC(O)COc2ccccc2)n(C)c1=O (stereo not drawn)
  A = 0.9	B = 2.3	C = 15.3	D = 9.0%	E = 2.1%	F = 0.0	G = -10.6%	H = -0.4%	I = 6.4%
smiles: COc1cccc(CN(C)C(=O)c2ccc(Oc3ccccc3)cc2)c1OC
  A = -0.9	B = 6.2	C = 11.7	D = ?	E = 17.9%	F = 16.0	G = 8.2%	H = -3.6%	I = -2.5%
smiles: CC(=O)N1CCN(Cc2ccc(Br)s2)CC1
  A = 0.9	B = nt	C = 3.8	D = 0.0%	E = -3.2%	F = -4.3	G = 1.7%	H = 3.6%	I = 2.8%
smiles: O=C1CC(c2ccccc2)CC(O)=C1C=Nc1ccc(O)cc1 (stereo not drawn)
  A = 0.6	B = -16.1	C = -10.8	D = 8.0%	E = -7.0%	F = -17.7	G = -3.1%	H = 15.8%	I = -20.0%
smiles: O=c1[nH]cnc2c1c(-c1ccccc1)cn2-c1ccc(F)cc1
  A = -2.7	B = 7.2	C = 8.7	D = -46.3%	E = 8.8%	F = -0.6	G = -2.4%	H = -15.4%	I = -12.8%
smiles: CC(=O)N1c2ccc(S(=O)(=O)N3CCC(C(=O)Nc4cccc(F)c4)CC3)cc2CC1C (stereo not drawn)
  A = -4.0	B = -3.8	C = 25.8	D = 6.6%	E = -1.7%	F = 1.2	G = ?	H = 0.1%	I = -3.5%
